# Screens: PubChem, National Center for Advancing Translational Sciences (NCATS)
# Pf Dd2 growth: Plasmodium falciparum Dd2 growth inhibition. 4.3% of 120,000 active. P. falciparum Dd2 growth, SYBR Green, 72 h. AID 1347417. Potency, µM (top dose mostly 28.9 µM), without a hit: at the highest dose activity, negative = inhibition, actives largely listed as inhibitors; active = well fitted inhibition curve with a large enough effect; inconclusive = small, poorly fitted or top-dose-only effect; inactive = no such curve, though single readings can be large or run the other way;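 also: plate controls were DMSO vehicle for no effect and reference drug for full effect; nearly all actives have a fitted effect of over 65% in size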
#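 Infected erythrocytes (Dd2, 0.3% parasitemia, 2.5% hematocrit final) are added to compound in RPMI-1640/Albumax II medium, grown 72 h at 37C in low oxygen, then lysed with saponin/Triton-X containing SYBR Green and read by fluorescence.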
# Active calls of the source: *; i = inactive; ? = inconclusive; [ ] = another dose, or the depositor's remark. Potency is read from the fitted curve at half-maximal effect.
SMILES,Pf Dd2 growth
CCN1C(=O)c2ccccc2Sc2ccc(NC(=O)Nc3cccc([N+](=O)[O-])c3C)cc21,?
COc1ccc(CC(=O)N2CCC(CC(=O)NCc3ccccc3)C2)cc1 (stereo not drawn),14%
COC1C(=O)N(c2cccc(F)c2)C12CCN(C(=O)CCc1c[nH]c3ccccc13)CC2 (stereo not drawn),7.9µM*
COCC1CN(C2CCC2)CC12CCN(C(=O)c1cccs1)CC2 (stereo not drawn),-11%
CCc1ccc(-c2ccc(C(=O)Oc3ccc(Br)cc3)cc2)nc1,1%
COc1cccc(-c2noc(Nc3cc(C)cc(C)c3)n2)c1OC,-15%
COc1ccc(CCNC(=O)c2ccc3c(c2)sc2nc(-c4ccccc4)cn23)cc1OC,?
O=C(Nc1ccc2oc(-c3ccc4ccccc4c3)nc2c1)c1ccc(Cl)c(Cl)c1,7%
CCOc1ccc(-n2c(/C=C/c3cccc(F)c3)nc3cc(OC)c(OC)cc3c2=O)cc1,i
CC(C)CC1=NC2(CCN(C(=O)c3ccoc3)CC2)C(=O)N1,-2%
CC(C)NC(=O)CN1CCN(c2nccc(N3CCC(O)CC3)n2)CC1,-3%
CNC(=O)C1CN(c2ccccc2)C(=O)N1 (stereo not drawn),18%[44.1 µM]
COc1cc(OC)c(NC(=O)Cn2cnc3c(nc4n3CCCCC4)c2=O)cc1Cl,?
CCN(C(=O)Cn1c(C(=O)OC)cc2sccc21)c1cccc(C)c1,i
COC(=O)[C@@H]1C[C@H](NC(=O)c2[nH]nc(N)c2-c2ccccc2)CN1C,18%
COC(=O)c1ccc(NC(=O)CSc2nc3cc4ccccc4cc3[nH]2)cc1,?
COC(=O)c1ccccc1NC(=O)Cc1noc2ccc(C)cc12,16%
Cc1ccc(CNC(=O)CC2=C3CCCCC3NC2=O)cc1 (stereo not drawn),-4%
Cc1ccc(CNC(=O)Cn2c(N3CCc4ccccc4C3)nc(C)cc2=O)cc1,-14%
CC(C)N1C(=O)C2(CCCC2)C1C(=O)N1CCN(c2ncccn2)CC1 (stereo not drawn),13%
O=C(Nc1ccc2c(c1)OCO2)c1cc(-c2ccc(Cl)cc2)on1,10%
CC(C)(C)OC(=O)N1CCC(c2c(C(=O)NCc3ccco3)cnn2-c2ccc(F)cc2)CC1,7.9µM*
Cc1ccc(NC(=O)C(Cc2c[nH]c3ccccc23)NC(=O)OC(C)(C)C)c(C)c1 (stereo not drawn),?
Cc1nc2ccccc2n1CCc1nc2c3ccccc3nc(SCC(=O)Nc3ccc(Br)cc3F)n2n1,i
Cc1ccc(CNC(=O)c2ccc3c(c2)CN(CCCc2ccc(C)o2)CCO3)cc1,-10%
COC(=O)c1ccccc1C(=O)N1CCNC(=O)C1Cc1ccccc1 (stereo not drawn),-24%
CC1(c2noc(C3CC3)n2)CCN(C(=O)CCCc2nc3ccccc3s2)CC1,i
O=C(N[C@H]1CCN2C(=O)c3cc(-c4ccccc4F)ccc3NC(=O)[C@H]12)C1CCCC1,i
O=C(NCCc1ccccn1)C1CC(=O)N(c2n[nH]c3cc(Br)ccc23)C1 (stereo not drawn),-6%
COc1cccc2c1OCC(C(=O)N1CCC(Cn3cc(C)cn3)CC1)C2 (stereo not drawn),-12%
O=C(N[C@H](Cc1ccccn1)C1CC(O)C1)c1n[nH]c2c1CCCC2 (stereo partly drawn),-11%
O=C(C1CCC1)N1CC(Oc2ccccc2-c2nc(-c3cnccn3)no2)C1,10µM*
COc1cc(OC)c(C(=O)N[C@H]2COC[C@H]2Cc2cc(C)no2)cc1OC,-4%
O=C(Nc1ccccc1)N1CCC(N2CC3CCCN3C2=O)CC1 (stereo not drawn),4%[44.1 µM]
COc1ccc(-n2ccnc2-c2cc3n(n2)CCCNC3)c(OC)c1,-12%
COc1ccc(NC(=O)c2c(NCc3sccc3C)sc3c2CCCC3)c(OC)c1,?
CNC(=O)C(C)(C)N1CCC[C@H]1C(=O)NCc1ccccc1,62%[activator][44.1 µM]
O=C(C1CC(=O)N(c2n[nH]c3cccc(F)c23)C1)N1CCc2ccccc2C1 (stereo not drawn),i
O[C@@H]1C[C@@H](c2nnc3n2CCN(Cc2ccccc2)C3)N(Cc2cccnc2)C1,-4%
Cc1nc(C2CCN(C(=O)[C@H]3CNC[C@H](C(=O)N4CCCC4)C3)CC2)n[nH]1,8%
COC[C@@H]1CN(C(=O)Cn2ccc(C)n2)C[C@H]1c1ccccn1,9%
COCCN1CCOC[C@H]2CCN(C(=O)c3ocnc3C)C[C@H]21,-11%
O=C(c1cccn2c(=O)c3cc(Cl)ccc3nc12)N1CCN(c2ccccc2F)CC1,i
N#Cc1cccc(C(=O)NCC(=O)N2CCCCCCNC(=O)CC2c2ccccc2)c1 (stereo not drawn),-23%
Nc1c(C(=O)Nc2ccc(Cl)c(C(F)(F)F)c2)sc2nc(-c3ccncc3)ccc12,?
Cc1nn(C)c(C)c1S(=O)(=O)N(CC(=O)NCCc1ccc(Cl)cc1)c1ccc(C(C)C)cc1,11µM*
Cc1nc2ccccn2c1C(=O)NC(C)c1cnn(-c2ccccn2)c1C (stereo not drawn),0%
COc1ccc(C2NC(=O)N(CC(=O)NC(C)C)C3=C2C(=O)OC3)cc1 (stereo not drawn),-4%
O=C(CSc1nccn1Cc1ccccc1)NC1CCCC1,i
Cc1noc(-c2cccn3c(CNC(=O)c4c[nH]c5ccccc45)nnc23)n1,?
CN(CCNC(=O)C1CCN(c2cn[nH]c(=O)c2)C1)C1CCCCC1 (stereo not drawn),-23%
CN1C(=O)CCc2cc(NC(=O)Cc3ccc(Cl)cc3)ccc21,i
O=C(Nc1ccc(F)cc1F)C1CCN(C(=O)c2cnn(-c3ccccc3)c2-n2cccc2)CC1,-10%
O[C@H]1[C@H](NCc2ccc(OC(F)(F)F)cc2)[C@H]2CO[C@H](O2)[C@@H]1N1CCC(Cc2ccccc2)CC1,?
CC(C)NC(=O)C[C@@H]1c2nc(NC(=O)c3ccc(C(C)(C)C)cc3)sc2C[C@@H]2[C@](C)(CO)[C@H](O)CC[C@]21C,?
CNC(=O)N1CCC(C2CCN(C(=O)c3ccccc3OC)C2)CC1 (stereo not drawn),14%
CCOCCCNC(=O)c1ccc2c(=O)n(CCc3ccccc3)c(=O)[nH]c2c1,-2%
COc1ccc(CNS(=O)(=O)c2ccc3c(c2)C(C)(C)C(=O)N3C)cc1OC,61%[activator]
O=C1Nc2ccc(-c3cccc(C(F)(F)F)c3)cc2C(=O)N2CCN(C(=O)[C@@H]3CSCN3)C[C@H]12,i
CCNC(=O)[C@@H]1C[C@H](NC(=O)c2ccc(CO)o2)CN1Cc1nccs1,-9%

# Additional compounds follow:
SMILES,Pf Dd2 growth
CCn1c(=O)c2cc(C(=O)N(CCN(C)C)Cc3ccccc3)sc2c2ccccc21,?
COC(=O)C1=C(C)N=C2SC=C(CC(=O)N3CCOCC3)N2C1c1ccc(OC)cc1OC (stereo not drawn),i
Cn1nc(C(=O)N2CCC(OCCOc3ccccc3)CC2)c2ccccc21,?
Cc1cccc(C(=O)Nc2ccc(N3CCC(CCN4CCOCC4)CC3)c(C(=O)O)c2)c1,2%
O=C(N1CCCCC1)N1CCCC(c2nnc3n2CCNC3)C1 (stereo not drawn),-3%
Cc1nn2c(c1-c1ccccc1C(C)C)N(C(=O)c1ccn(C)n1)CCC2,8%[44.1 µM]
COc1ccccc1CNC(=O)c1ccc2c(c1)C(O)CCCCCN2C (stereo not drawn),i
CCOC(=O)C1(C)C=C(Nc2ccc(Br)cc2)C(=O)N1c1ccccc1 (stereo not drawn),-3%
CC(=O)N1CCCc2cc(S(=O)(=O)N3CCC(C(=O)NCc4ccccc4Cl)CC3)ccc21,-29%
Cc1ccc(-c2noc([C@@H]3CCCN3C(=O)CCCc3ccccc3)n2)cc1,11µM*
CC(C)Oc1cc(N(C)CC2CC(=O)N(C(C)(C)C)C2)nc(N)n1 (stereo not drawn),-2%
Cc1noc(C)c1[S+](=O)([O-])N1CCn2c(nn(-c3cccc(Cl)c3)c2=O)C1,?
CCN(CC)S(=O)(=O)c1ccc(NC(=O)c2c(C)oc3ncnc(N4CCOCC4)c23)cc1,31%[activator]
O=C(Cc1ccsc1)N1CCC2(CC1)CC(N(Cc1ccc(F)cc1)C1CC1)CCO2 (stereo not drawn),?
COc1ccc(-c2cc(N3CCCC(NC(=O)Cc4ccc(F)cc4)C3)n[nH]2)cc1 (stereo not drawn),-24%
Cc1nn(C)c(C)c1CNC(=O)Cn1nc2c(cc1=O)CCCCC2,-7%
CCN(CC)C(=O)[C@@H]1CCC[C@@H](NCc2cccc(OC)c2)CN(C)C(=O)C1,i
O=C(NCc1ccco1)C1CCN(C(=O)c2ncn3c2COC(c2ccccc2)C3)CC1 (stereo not drawn),-15%
Cc1cccc(NC(=O)Cn2nnc(C(=O)Nc3ccccc3Br)c2N)c1C,i
Cc1ccsc1CN1CCC(CO)(CN2CCCC2)CC1,?
CCNC(=O)N1CCCCCC1CN1CCC(C)CC1 (stereo not drawn),i
CCCCNC(=O)c1cccc2c1CCN2C(=O)C1CC1,?
COc1cccc(CNC(=O)C(C)n2c(=O)cc(-c3ccccc3)c3c(C)nn(C)c32)c1 (stereo not drawn),8%
COC1CCOC2(CCN(C(=O)Nc3cccc(C)c3)CC2)C1 (stereo not drawn),18%
COc1ccc(C)cc1NC(=O)CN1C(=O)CSc2ccc(S(=O)(=O)N3CCCC3)cc21,19%
CCOc1ccc(OCC)c(NC(=O)c2cc(-c3cccs3)nc3ccccc23)c1,7%
CCC(O)c1cc2n(n1)CCN(CC(=O)Nc1cnn(C)c1)C2 (stereo not drawn),-3%
CCCNC(=O)CCn1nc(-c2ccc(C)cc2)c2ccccc2c1=O,?
O=C(C1CCCN(c2cn[nH]c(=O)c2)C1)N1CCN(c2ccccn2)CC1 (stereo not drawn),-7%
CCCCn1c(=O)c2oc3ccccc3c2n(CC(=O)Nc2ccc(CC)cc2)c1=O,7%
O=C(c1cc(-c2ccc(Br)cc2)n[nH]1)N1CCN(S(=O)(=O)c2ccc(Cl)s2)CC1,?
COc1ccc(C(C(=O)NCc2ccccc2)N(C(=O)Cn2nnc3ccccc32)c2ccc(OC)cc2)cc1 (stereo not drawn),?
COc1ccc(NC(=O)CN(c2ccc(C)cc2)S(=O)(=O)c2cccs2)cc1OC,-25%
CCOc1ccc(NC(=O)CN2C(=O)C(c3ccc(Cl)cc3)=NC2(C)C)cc1,11%
Cc1ccc(SCC(=O)Nc2ccc3oc(-c4cccc(C)c4)nc3c2)cc1,-4%
Cc1cc(C)c(NC(=O)Cn2c(=O)nc(-c3ccccc3)c3cc(Cl)ccc32)c(C)c1,57%[activator]
CCOc1ccc2nc(NC(=O)c3cccn(Cc4ccc(Cl)cc4)c3=O)sc2c1,5%
FC(F)(F)c1ccnc(N2CCOCC3(CN(Cc4ccccc4)C3)C2)n1,-23%[44.1 µM]
COCCn1cnc2ccc(-c3ccc(F)cc3)nc2c1=O,-13%[44.1 µM]
CCOC(=O)C(CC)Sc1ccc2nnc(CCNS(=O)(=O)c3ccc(C)cc3)n2n1 (stereo not drawn),-24%
COc1ccc(-c2noc([C@@H](C)NC(=O)c3nc4ccccc4s3)c2C(=O)O)cc1,i
O=C(N[C@@H]1CN(Cc2ccc(F)cc2)C[C@H]1CO)c1cccnc1,?
COC1CCC12CCN(C(=O)NC(C)(C)C)CC2 (stereo not drawn),7%
CC(=O)NNc1ncnc2c1cnn2-c1ccccc1,18%
CCOc1ccc(NC(=O)N(C(C)C)C2CCN(C(C)=O)CC2)cc1,6%
COc1ccccc1CC(=O)N1CCCc2ncc(C(=O)Nc3cccc(C(F)(F)F)c3)cc21,4.5µM*
COc1ccc2c(c1)C(C[C@H]1CN(C(=O)C3CCC3)CC[C@H]1CC(=O)O)=NCC2,i
CCN1c2cc(C(=O)Nc3cccc(C(F)(F)F)c3)ccc2C(=O)N2CCCC21 (stereo not drawn),158%[activator]
COCCn1c(CO)nnc1C1CC(NC(=O)c2cccc(C#N)c2)C1 (stereo not drawn),-15%

# In the list so far, 14 contain an NH in an aromatic ring:
SMILES,Pf Dd2 growth
COC1C(=O)N(c2cccc(F)c2)C12CCN(C(=O)CCc1c[nH]c3ccccc13)CC2 (stereo not drawn),7.9µM*
COC(=O)[C@@H]1C[C@H](NC(=O)c2[nH]nc(N)c2-c2ccccc2)CN1C,18%
COC(=O)c1ccc(NC(=O)CSc2nc3cc4ccccc4cc3[nH]2)cc1,?
Cc1ccc(NC(=O)C(Cc2c[nH]c3ccccc23)NC(=O)OC(C)(C)C)c(C)c1 (stereo not drawn),?
O=C(NCCc1ccccn1)C1CC(=O)N(c2n[nH]c3cc(Br)ccc23)C1 (stereo not drawn),-6%
O=C(N[C@H](Cc1ccccn1)C1CC(O)C1)c1n[nH]c2c1CCCC2 (stereo partly drawn),-11%
O=C(C1CC(=O)N(c2n[nH]c3cccc(F)c23)C1)N1CCc2ccccc2C1 (stereo not drawn),i
Cc1nc(C2CCN(C(=O)[C@H]3CNC[C@H](C(=O)N4CCCC4)C3)CC2)n[nH]1,8%
Cc1noc(-c2cccn3c(CNC(=O)c4c[nH]c5ccccc45)nnc23)n1,?
CN(CCNC(=O)C1CCN(c2cn[nH]c(=O)c2)C1)C1CCCCC1 (stereo not drawn),-23%
CCOCCCNC(=O)c1ccc2c(=O)n(CCc3ccccc3)c(=O)[nH]c2c1,-2%
COc1ccc(-c2cc(N3CCCC(NC(=O)Cc4ccc(F)cc4)C3)n[nH]2)cc1 (stereo not drawn),-24%
O=C(C1CCCN(c2cn[nH]c(=O)c2)C1)N1CCN(c2ccccn2)CC1 (stereo not drawn),-7%
O=C(c1cc(-c2ccc(Br)cc2)n[nH]1)N1CCN(S(=O)(=O)c2ccc(Cl)s2)CC1,?

# Not all compounds are listed. The share of hits here may be higher or lower than overall.
